Screening results from PubChem.
HT1080-NT tox = kills 2HG-producing HT-1080-NT fibrosarcoma cells | HT-1080-NT fibrosarcoma viability, CellTiter-Glo ATP luminescence, 48 h | Potency, µM (titrated, usually from 46.1 µM), inactives show top-dose activity, negative = less viability, usual class: cytotoxic | 1.6% of 360,000 active | AID 686970;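 also: NT is the 2HG producing partner of a matched IDH1 knockdown line; potency is read from the fitted curve at half-maximal effect; 0% = DMSO-treated cells and -100% = media-only wells without cells; nearly all actives have a fitted effect of over 55% in size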
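Toxicity toward the 2HG-producing NT line was scored as %Activity, normalised to DMSO and no-cell wells, from CellTiter-Glo luminescence after 48 hours' treatment.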
KB-V1 cytotox = KB-V1 MDR subline cytotoxicity; KB-V1 MDR cells viability, CellTiter-Glo, 72 h; Potency, µM (series often up to 46.1 µM), inactives show top-dose activity change, negative = cytotoxicity, hits mostly cytotoxic; 3.4% of 400,000 active; also: potency is read from the fitted curve at half-maximal effect; % is scaled to controls: 0 for no effect and ±100 for the full control effect; nearly all actives have a fitted effect of over 60% in size
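Cytotoxicity toward P-gp-expressing KB-V1 cells was determined as loss of CellTiter-Glo luminescence after 72 h at 37 degrees C. Compounds were tested in quantitative HTS format across a concentration range, with curves fitted to normalized data.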
ATXN2 expr inh = ATXN2 expression inhibition | HEK-293 ATXN2-luciferase reporter, luminescence, 24 h | Potency, µM (highest dose often 57 µM), for the others: at the highest dose activity change, negative = inhibition, most hits filed as inhibitors | 0.72% of 360,000 active | AID 1745845; also: potency is read from the fitted curve at half-maximal effect; % is scaled to controls: 0 for no effect and ±100 for the full control effect; nearly all actives have a fitted effect of over 55% in size
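ATXN2-luciferase reporter cells (luciferase flanked by upstream and downstream ATXN2 gene portions) were treated 24 h at 37 °C with compounds at up to 57 uM. SteadyGlo luminescence gave expression; GF-AFC fluorescence gave viability.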
WRN inhibitor = blocks human WRN helicase | Q14191 | WRN helicase unwinding, fluorescent forked duplex, kinetic | Potency, µM (highest dose often 114 µM), without a hit: top-dose activity change, negative = inhibition, actives largely listed as inhibitors | 0.46% of 360,000 active | AID 651768; also: potency is read from the fitted curve at half-maximal effect; % is scaled to controls: 0 for no effect and ±100 for the full control effect; nearly all actives have a fitted effect of over 55% in size
Target sequence (Q14191 whole entry, looked up): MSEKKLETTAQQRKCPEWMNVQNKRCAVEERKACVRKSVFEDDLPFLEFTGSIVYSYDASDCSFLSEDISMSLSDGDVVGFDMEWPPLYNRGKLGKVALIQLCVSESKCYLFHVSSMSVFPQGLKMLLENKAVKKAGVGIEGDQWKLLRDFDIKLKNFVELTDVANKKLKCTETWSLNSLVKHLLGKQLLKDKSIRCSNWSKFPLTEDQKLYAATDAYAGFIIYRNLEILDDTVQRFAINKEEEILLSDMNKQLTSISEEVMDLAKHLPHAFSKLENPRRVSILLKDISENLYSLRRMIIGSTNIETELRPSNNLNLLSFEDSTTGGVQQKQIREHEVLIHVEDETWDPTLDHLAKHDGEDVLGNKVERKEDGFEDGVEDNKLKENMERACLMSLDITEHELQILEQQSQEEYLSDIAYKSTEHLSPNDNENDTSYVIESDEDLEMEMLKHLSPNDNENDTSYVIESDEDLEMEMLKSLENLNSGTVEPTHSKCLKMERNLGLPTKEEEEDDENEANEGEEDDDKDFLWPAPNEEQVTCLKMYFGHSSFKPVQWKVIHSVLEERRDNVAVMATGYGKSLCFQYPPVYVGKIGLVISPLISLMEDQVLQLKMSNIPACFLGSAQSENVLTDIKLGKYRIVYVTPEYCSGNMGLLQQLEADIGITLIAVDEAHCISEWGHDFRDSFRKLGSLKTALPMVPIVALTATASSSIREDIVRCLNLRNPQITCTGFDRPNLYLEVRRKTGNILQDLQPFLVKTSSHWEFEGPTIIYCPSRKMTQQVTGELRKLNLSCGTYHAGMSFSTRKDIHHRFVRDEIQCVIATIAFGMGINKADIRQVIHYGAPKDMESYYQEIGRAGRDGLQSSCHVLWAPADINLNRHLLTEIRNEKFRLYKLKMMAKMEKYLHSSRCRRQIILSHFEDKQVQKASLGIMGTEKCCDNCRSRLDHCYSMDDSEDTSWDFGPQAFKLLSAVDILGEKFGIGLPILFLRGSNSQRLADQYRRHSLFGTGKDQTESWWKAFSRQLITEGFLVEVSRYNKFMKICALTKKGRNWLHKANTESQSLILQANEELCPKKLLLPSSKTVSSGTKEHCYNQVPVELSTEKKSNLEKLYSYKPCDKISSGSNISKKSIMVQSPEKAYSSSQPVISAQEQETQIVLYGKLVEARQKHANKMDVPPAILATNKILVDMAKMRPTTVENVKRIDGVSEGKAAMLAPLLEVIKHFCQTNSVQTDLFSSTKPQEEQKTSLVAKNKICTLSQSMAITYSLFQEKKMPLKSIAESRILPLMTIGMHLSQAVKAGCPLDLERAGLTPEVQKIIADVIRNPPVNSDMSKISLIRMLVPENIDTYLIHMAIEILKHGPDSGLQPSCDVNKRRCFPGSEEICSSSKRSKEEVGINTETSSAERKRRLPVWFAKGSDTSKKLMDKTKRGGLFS
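Kinetic fluorescence helicase assay: unwinding of a quenched forked DNA duplex (100 nM final) with 2 mM ATP final raises red fluorescence (525/598 nm). Compounds sat 15 min at room temperature with 20 nM WRN beforehand.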
SW480 rerep = inducers of DNA re-replication in SW480 colon cancer cells. 1.8% of 340,000 active. SW480 DNA re-replication, Hoechst DNA content imaging, 48 h. Potency, µM (top dose mostly 46.1 µM), without a hit: at the top dose re-replication activation, most hits filed as activators; also: potency is read from the fitted curve at half-maximal effect; % of control where 0% means no effect; nearly all actives have a fitted effect of over 55% in size
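DNA re-replication was detected as more nuclei of elevated Hoechst intensity after 48 hr exposure to compound (23 nL pinned per well of 250 cells).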
KB-3-1 cytotox = KB-3-1 parental cell cytotoxicity; KB-3-1 viability, CellTiter-Glo ATP luminescence, 72 h; Potency, µM (top dose mostly 46.1 µM), inactives show at the top dose activity change, negative = cytotoxic, most hits filed as cytotoxic; 1.4% of 400,000 active; also: potency is read from the fitted curve at half-maximal effect; % is scaled to controls: 0 for no effect and ±100 for the full control effect; nearly all actives have a fitted effect of over 60% in size
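Multi-concentration cytotoxicity screen in KB-3-1 cells grown in DMEM lacking phenol red with 10% FBS. After 72 h at 37 °C with compound, ATP-dependent luminescence was recorded.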
IL-1B inflam inh = blocks inflammasome-driven IL-1 beta release; 4.7% of 360,000 active; THP-1 LPS/ATP IL-1B secretion, AlphaLISA, 16 h; stronger effect = lower value; activity change, % at 57.5 µM; in the data active = activity change below about -50%; inconclusive = mostly about -30% to -49%; also: % is scaled to controls: 0 for no effect and ±100 for the full control effect
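THP-1 cells pretreated 1 hr with compounds (up to 57.5 uM final), then stimulated with LPS (250 ng/mL final) plus ATP (1.25 mM final); secreted IL-1B measured by AlphaLISA after 16 hr, decreased signal indicating inhibition.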
HT1080 IDH1KD tx = HT-1080 IDH1 knockdown cell toxicity (counter line); AID 686971; HT-1080 IDH1 knockdown viability, ATP luminescence, 48 h; 2% of 360,000 active; Potency, µM (doses to about 46.1 µM), without a hit: at the top dose activity, negative = toxicity, hits mostly cytotoxic;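 also: potency is read from the fitted curve at half-maximal effect; 0% = DMSO wells and -100% = cell-free medium wells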
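In this qHTS, HT-1080 cells depleted of IDH1 are exposed for 48 h at 37 °C to compound titrations. Toxicity is scored from CellTiter-Glo luminescence, with DMSO as full viability and medium alone as none.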
MCF10A rereplic = inducers of DNA re-replication in MCF 10A breast cells; MCF 10A DNA re-replication, Hoechst nuclear intensity, 48 h; AID 624296; 2.9% of 350,000 active; Potency, µM (top dose mostly 46.1 µM), without a hit: at the highest dose activity, positive = re-replication, most hits filed as activators; also: potency is read from the fitted curve at half-maximal effect; % of control where 0% means no effect; nearly all actives have a fitted effect of over 50% in size
* hit, by the source's call; ? = inconclusive; nt = not tested or not shown; & = joins results of further samples; [ ] = another dose, or the depositor's remark. Unless noted, calls follow the shape of the dose curve; as a rule, active = well fitted curve in the direction sought with a large enough effect; inconclusive = small, poorly fitted or top-dose-only effect, or another doubt; inactive = no such curve, though single readings can be large; an effect the other way counts as inactive or inconclusive.

molecule | ATXN2 expr inh | HT1080-NT tox | HT1080 IDH1KD tx | MCF10A rereplic | IL-1B inflam inh | WRN inhibitor | KB-V1 cytotox | KB-3-1 cytotox | SW480 rerep
COC(=O)c1ccc2nc(-c3ccco3)c(Cc3ccc(OC)cc3C)n2c1 | -5% | ? | 16µM* | nt | -18 | -34% | 14% | 0% | nt
Cc1ccc(Cn2c(=N)n(CC(=O)c3ccccc3)c3ccccc32)cc1 | -7% | -27% | ? | ? | -82* | -4% | ? | -9% | ?
NS(=O)(=O)c1ccc(CCNC(=O)CSc2nc3ccsc3c(=O)n2CCCCC(=O)O)cc1 | nt | 5% | 3% | 1% | 20 | 5% | 0% | -16% | -7%
COc1ccc(-n2c(Cc3cccn3C)nnc2SCC(=O)Nc2cccc(F)c2)cc1 | -5% | -4% | -4% | 13% | ? | -7% | -12% | -8% | 11%
COc1ccc(NC(=O)c2sc3nc(C)nc(N4CCN(c5ccccn5)CC4)c3c2C)cc1Cl | -25% | -10% | 2% | ? | nt | 3% | 0% | -3% | 27%
Cc1cn([C@H]2C[C@H](O)[C@@H](CNCc3cccn3-c3nccs3)O2)c(=O)[nH]c1=O | -13% | -10% | -4% | nt | -8 | 2% | 6% | -5% | nt
CSc1sc(C(=O)NC(=O)NCc2ccncc2)c(C)c1-c1ccon1 | 3% | -5% | -3% | -4% | -13 | -7% | -7% | -2% | -6%
CCN1C(=O)[C@H]2[C@@H](c3ccc(OC)cc3)N[C@]3(CCCN(Cc4ccc(OC)cc4)C3=O)[C@H]2C1=O | 6% | 8% | 6% | nt | 16 | -2% | -5% | -10% | nt
c1ccc(N2CCN(c3nc(-c4ccccn4)nc4ccccc34)CC2)cc1 | ? | -14% | -30% | 25% | -21 | -5% | ? | ? | ?
Cc1cccc(CN2CCC(Oc3ccc(C(=O)N4CCCCC4)cc3)CC2)c1 | -9% | -1% | 0% | -51% | ? | 7% | 2% | -20% | 7%
CCOC(=O)N1CCN(C(=O)COc2cccc3c2CCN(Cc2ccc(F)cc2)C3=O)CC1 | -20% | -7% | -14% | 1% | -24 | -13%[57.1 µM] | ? | ? | -3%
O=[N+]([O-])c1ccc2[nH]c(O)c(N=NC(=S)NCC3CCCO3)c2c1 (configuration not stated) | -5% | 3% | 5% | 2% | 9 | 0% | -24% | ? | -2%
O=C(CN1CCSc2ccccc21)NCCCc1ccccc1 | 21% | -13% | -2% | 11% | ? | 13% | -19% | 9% | 4%
O=C(NC1CC2CCC(C1)N2C(=O)NCc1ccccc1)NC12CC3CC(CC(C3)C1)C2 (configuration not stated) | 1% | 6% | 11% | 5% | -13 | -36% | -6% | -13% | -5%
COC(=O)c1[nH]c2cccc(OC)c2c1NC(=O)CN1CCOCC1 | 8% | 1% | -3% | -4% | -7 | 3% | -17% | 0% | -1%
OCc1nc2ccccc2n1CC(O)COc1ccccc1 (configuration not stated) | 9% | 1% | 5% | 0% | -23 | 9% | 12% | -3% | -4%

Given with two lines to a compound: 7 of the compounds above.
Order of values – ATXN2 expr inh	HT1080-NT tox	HT1080 IDH1KD tx	MCF10A rereplic	IL-1B inflam inh	WRN inhibitor	KB-V1 cytotox	KB-3-1 cytotox	SW480 rerep
Cc1cccc(CN2CCC(Oc3ccc(C(=O)N4CCCCC4)cc3)CC2)c1
→ -9%	-1%	0%	-51%	?	7%	2%	-20%	7%
CCOC(=O)N1CCN(C(=O)COc2cccc3c2CCN(Cc2ccc(F)cc2)C3=O)CC1
→ -20%	-7%	-14%	1%	-24	-13%[57.1 µM]	?	?	-3%
O=[N+]([O-])c1ccc2[nH]c(O)c(N=NC(=S)NCC3CCCO3)c2c1 (configuration not stated)
→ -5%	3%	5%	2%	9	0%	-24%	?	-2%
O=C(CN1CCSc2ccccc21)NCCCc1ccccc1
→ 21%	-13%	-2%	11%	?	13%	-19%	9%	4%
O=C(NC1CC2CCC(C1)N2C(=O)NCc1ccccc1)NC12CC3CC(CC(C3)C1)C2 (configuration not stated)
→ 1%	6%	11%	5%	-13	-36%	-6%	-13%	-5%
COC(=O)c1[nH]c2cccc(OC)c2c1NC(=O)CN1CCOCC1
→ 8%	1%	-3%	-4%	-7	3%	-17%	0%	-1%
OCc1nc2ccccc2n1CC(O)COc1ccccc1 (configuration not stated)
→ 9%	1%	5%	0%	-23	9%	12%	-3%	-4%

The list goes on.
molecule | ATXN2 expr inh | HT1080-NT tox | HT1080 IDH1KD tx | MCF10A rereplic | IL-1B inflam inh | WRN inhibitor | KB-V1 cytotox | KB-3-1 cytotox | SW480 rerep
Cc1cc(C)c(S(=O)(=O)N2CCOC2CNC(=O)C(=O)NCc2cccnc2)c(C)c1 (configuration not stated) | -6% | 13% | 10% | 10% | 10 | 0% | -1% | 8% | -15%
COC(=O)c1ccc(C)c(-n2c(=O)n(Cc3ccccc3)c(=O)c3[nH]cnc32)c1 | -11% | -5% | -3% | 8% | 33 | 9% | 0% | 8% | -1%
COc1ccccc1CN1Cc2cccc3c2[C@@H](CC1=O)[C@H](O)[C@H](O)C3 | 9% | 3% | 11% | -7% | 19 | 6% | 0%&2% | 5%&23% | 1%
O=C1CCCCC(=O)c2ccccc2N1 | 37% | 21% | 13% | -4% | 20 | 5% | 19% | 5% | 2%
Cc1cccc(Nc2ccncc2S(N)(=O)=O)c1 | -26% | 0% | 3% | 0% | 5 | -4% | -1% | -1% | -10%
C=CC[C@H](CC(=O)N(CCO)Cc1ccccc1)C(=O)N[C@H](C)COC(=O)[C@@H](CC=C)Cc1ccc(F)cc1 | -22% | 2% | 3% | 21% | -16 | -4% | 2% | -4% | 10%
COC(=O)[C@@]1(Sc2ccc(OC)cc2)CC(=O)N[C@@H]1c1ccccc1 | 6% | 0% | -5% | nt | 43 | 8% | ? | 2% | nt
CSc1ccccc1NC(=O)c1cccc(S(=O)(=O)N2CCN(C)CC2)c1 | -5% | 22% | 0% | ? | 14 | -27% | nt | nt | -1%
COc1ccc(C)cc1NC(=O)C(Sc1nnc(Nc2ccccc2F)s1)c1ccccc1 (configuration not stated) | 5% | -4% | -2% | 25% | -28 | -4% | ? | 8% | ?
COc1ccc(N(C)C(=O)c2cc3c(s2)-c2ccccc2S(=O)(=O)C3)cc1 | 1% | -23% | -10% | 2% | ? | -4% | ? | -3% | -3%
O=c1c2ccccc2oc2ccc(C#CC3(O)CCCCC3)cc12 | ? | 0% | -2% | ? | 0 | 5% | 3% | 2% | 5%
CC(C)(C)c1ccc(OC(=O)c2cccnc2)cc1 | -1% | 11% | 11% | 2% | 0 | 12% | 19% | 13% | -10%
CCCn1nnc(NC(=O)COc2ccc(CC)cc2)n1 | -5% | 17% | 15% | -5% | 12 | 3% | 0% | -1% | -1%
Cc1cc[n+](-c2[nH]c(=O)sc2/C=N/N=C(\[O-])c2ccncc2)cc1 | -8% | -2% | 8% | -45%[inhibitor] | 6 | 0%[11.6 µM] | -12% | -1% | -3%
COc1ccc([C@@H]2[C@@H]3C(=O)N(C(C)(C)C)C(=O)[C@@H]3[C@]3(Cc4ccccc4)C(=O)N(c4cccc(Cl)c4)C(=O)N23)cc1 | 8% | 0% | -3% | -4% | 2 | 0% | 27% | 11% | -5%
O=C(Cn1cnc2c(cnn2-c2ccc(F)cc2)c1=O)OCc1ccccc1 | -4% | 16% | 11% | 16% | -3 | -9% | 3% | 6% | -3%
O=C(C1=NN[C@@H]2C(=O)N(Cc3ccccc3)C(=O)[C@H]12)c1ccc(F)cc1 | -7% | 7% | 10% | 0% | nt | 1% | -3% | 1% | -1%
CCCc1c(C)[nH]c2ccc(NC(C)=O)cc2c1=O | 10% | 26% | 2% | ? | 0 | -3% | 2% | 1% | ?
Cc1ccc(C)n1-n1cnc2sc3c(c2c1=O)CCC3 | 2% | 7% | -1% | -1% | -9 | -9% | -4% | 3% | ?
Cc1cc(NC(=O)Cn2nc(C(=O)O)c3ccccc3c2=O)c([N+](=O)[O-])cc1C | 18% | 12% | 15% | 16% | 21 | 0% | -8% | -11% | 4%
COC(=O)c1cn(NC(=O)Cc2ccc(Cl)cc2)c(=O)c2ccccc12 | 10% | 14% | 7% | ? | 17 | -4% | 21µM* | 21% | -38%[inhibitor]
Cc1nn(C)cc1C(C)NC(=O)c1cc(COc2ccc(F)c(F)c2)on1 (configuration not stated) | nt | -2% | -1% | 3% | -15 | -10% | -12% | -9% | 0%
COC(=O)C1=C(C)NC2=C(C(=O)CC(C)(C)C2)C1c1cnn(C)c1C (configuration not stated) | -9% | 18% | 5% | -10% | 27 | 8% | 24% | -4% | 0%
Nc1cc2nn(-c3ccccc3)nc2cc1Cl | 63%[activator][11.3 µM] | -5% | 1% | 18µM* | 35 | -1% | ? | 16% | ?
COC(=O)[C@H]1[C@H]2C[C@H]3c4[nH]c5ccccc5c4CCN3C[C@H]2CC[C@@H]1O | 0% | 20% | -1% | -36%&6%[inhibitor] | -2 | 2% | -18% | 0% | -16%
O=C(NCc1ccco1)c1cnc2sccn2c1=O | -3% | 5% | 13% | -3% | -3 | -2% | 7% | 9% | -2%
COC(=O)c1c(NS(=O)(=O)c2ccccc2)csc1C | -6% | 3% | -14% | 12% | 18 | -11% | ? | 6% | -4%[9.22 µM]
CC(=O)N/C(N)=N/c1nc(=O)c2ccccc2s1 | nt | -18% | 0% | 1% | -6 | -10% | -1% | -4% | 14%
